Screening data deposited in PubChem BioAssay by Sanford-Burnham Center for Chemical Genomics.
ATG4B inh: blocks human ATG4B protease cleavage of LC3 substrate. inhibition, % at 8.33 µM. actives 0.51% (n = 340,000). Q9Y4P1. ATG4B cleavage of LC3-PLA2, NBD-HPC fluorescence, 1 h. AID 504462; in the data active = inhibition above about 40%
Target sequence (Q9Y4P1 whole entry, looked up): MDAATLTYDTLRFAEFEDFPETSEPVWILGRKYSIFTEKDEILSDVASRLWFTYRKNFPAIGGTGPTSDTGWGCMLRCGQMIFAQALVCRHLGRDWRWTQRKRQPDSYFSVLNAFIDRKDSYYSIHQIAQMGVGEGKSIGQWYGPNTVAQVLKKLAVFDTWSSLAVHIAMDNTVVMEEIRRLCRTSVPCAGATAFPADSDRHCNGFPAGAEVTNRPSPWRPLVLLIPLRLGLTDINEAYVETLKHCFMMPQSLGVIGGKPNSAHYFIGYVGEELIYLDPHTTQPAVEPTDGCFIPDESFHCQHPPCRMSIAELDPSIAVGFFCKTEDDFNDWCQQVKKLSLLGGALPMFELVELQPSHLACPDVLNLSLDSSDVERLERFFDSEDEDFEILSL
PfGluPho inh: PfG6PD (Plasmodium falciparum) enzyme inhibition | PfGluPho enzyme, NADPH resazurin-diaphorase fluorescence | inhibition, % at 20 µM | actives 0.78% (n = 350,000);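 active = inhibition reaching at least a set limit at 20 µM in the primary screen, cut at about 59% in these data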;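 also: 0% = DMSO wells with substrate and 100% = DMSO wells lacking glucose-6-phosphate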
HKDC1 inhibitor: blocks human hexokinase HKDC1 activity | Q2TB90 | recombinant HKDC1, G6PDH/diaphorase resazurin coupled fluorescence | inhibition, % at 20 µM | actives 0.16% (n = 340,000);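 active = inhibition above about 35% when tested at 20 µM, limit read from the data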;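 also: plate controls were DMSO wells with enzyme for no effect and DMSO wells lacking enzyme for full effect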
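Assay system – recombinant HKDC1 (HK5) hexokinase enzyme, produced in-house · Input – HKDC1 at 5 µg/mL · Reagent – glucose plus 1 mM ATP as hexokinase substrates · Timing – 90 min reaction incubation at room temperature, dark · Measured by – G6PDH/diaphorase-coupled fluorescence, 1 mM NADP, 100 µM resazurin, 525/613 nm · Benchmarks – DMSO-enzyme wells negative, buffer-substituted wells positive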
hIAP block: blocks human intestinal alkaline phosphatase; P09923; purified IAP, CDP-Star luminescence, 30 min; inhibition, % at 10 µM; actives 0.12% (n = 330,000); AID 2544;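 active = inhibition reaching a set limit with compound at 10 µM in the primary screen, cut at about 35% in these data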;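 also: plate controls were DMSO wells with enzyme for no effect and no-enzyme buffer wells for full effect; values of inactives mirror those of a sister screen read the other way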
Target sequence (P09923 whole entry, looked up): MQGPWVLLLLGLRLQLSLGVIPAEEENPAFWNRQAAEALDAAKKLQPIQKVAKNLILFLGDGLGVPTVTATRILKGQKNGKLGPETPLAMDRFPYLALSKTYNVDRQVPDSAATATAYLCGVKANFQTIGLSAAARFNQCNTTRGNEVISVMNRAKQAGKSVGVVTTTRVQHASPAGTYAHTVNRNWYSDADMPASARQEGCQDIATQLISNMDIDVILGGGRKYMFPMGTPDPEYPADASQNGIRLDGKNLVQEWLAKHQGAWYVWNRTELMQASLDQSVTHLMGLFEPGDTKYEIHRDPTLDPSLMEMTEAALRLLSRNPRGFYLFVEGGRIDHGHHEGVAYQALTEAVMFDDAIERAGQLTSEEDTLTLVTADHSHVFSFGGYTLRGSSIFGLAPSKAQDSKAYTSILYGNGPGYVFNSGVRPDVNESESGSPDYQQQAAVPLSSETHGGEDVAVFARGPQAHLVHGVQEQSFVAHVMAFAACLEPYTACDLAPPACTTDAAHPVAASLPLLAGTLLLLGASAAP
mIAP activ: mouse IAP activation; muIAP, CDP-Star luminescence, 30 min; active compounds read high; 1 = vehicle-only enzyme signal, 0 = enzyme-free wells; activation factor at 10 µM; actives 0.24% (n = 330,000);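 active = activation factor of at least 2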; also: the source names both 10 and 20 µM as test concentration; values of inactives mirror those of a sister screen read the other way
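Assay system: mouse IAP enzyme / Compound: DMSO-dissolved test compounds / Timing: 30 min, room temperature / Measured by: luminescence from enzymatic CDP-Star hydrolysis / Control set: DMSO-only wells, enzyme-free buffer wells as negative control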
mIAP block: mouse IAP inhibition; purified mouse IAP, CDP-Star luminescence, 30 min; inhibition, % at 10 µM; actives 0.2% (n = 330,000);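 active = inhibition of at least 40% at 10 µM in the primary screen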;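 also: plate controls were DMSO with enzyme for no effect and no enzyme wells for full effect; values of inactives mirror those of a sister screen read the other way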
APOBEC3A inh: human APOBEC3A DNA deaminase inhibition | P31941 | recombinant A3A, FAM/TAMRA ssDNA deamination fluorescence | inhibition, % at 20 µM | actives 0.41% (n = 330,000) | AID 493011;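 active = at least 40% inhibition at 20 µM here, with at most 30% in a related deaminase screen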;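 also: plate controls were A3A with DMSO for no effect and wells lacking A3A enzyme for full effect; some results filed as inactive read as strong as hits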
hIAP act: increases human intestinal alkaline phosphatase activity | P09923 | purified human IAP, CDP-Star luminescence, 30 min; active compounds read high; 1 = vehicle-only enzyme, 0 = enzyme-free background | activation factor at 10 µM | actives 0.16% (n = 330,000);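 active = activation factor of the enzyme at least 2-fold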; also: the source names both 10 and 20 µM as test concentration; values of inactives mirror those of a sister screen read the other way
Numbers without * were called inactive. Compounds as they come, and some 2.4% of all compounds hit somewhere here.

ATG4B inh	PfGluPho inh	HKDC1 inhibitor	hIAP block	mIAP activ	mIAP block	APOBEC3A inh	hIAP act	Molecule
-9	13	5	-8	1.1	-5	-1	1.1	NC(=O)N1c2ccccc2CC(=O)c2ccccc21
1	-22	-3	2	1	0	7	0.98	COc1ccc(C2(C(=O)NCc3ccco3)CCCC2)cc1OC
-4	-8	-1	-9	1.1	-7	3	1.1	O=C(COc1ccc(F)cc1Cl)N(Cc1nnc(-c2ccccc2Cl)o1)C1CC1
-10	-29	-4	10	1	-1	-3	0.9	CC1Cc2cc(/C(O)=C3/C(=O)C(=O)N(CCN4CCOCC4)C3c3cccc(Cl)c3)ccc2O1 (stereo not given)
-10	6	-4	-2	1	-4	-5	1	O=C(CN1CCN(Cc2ccccc2)CC1)N1CCCCCC1
-1	14	-6	6	0.95	4	-1	0.94	Cc1ccc2nc(SCC(=O)N3CCCC3)[nH]c2c1
2	-9	1	-7	0.98	2	-7	1.1	CC1=C(C(=O)Nc2cccc(C(=O)NC(C)C)c2)SCCO1
-22	0	-5	12	1	-2	2	0.88	Cc1oc(-c2ccccc2)nc1CS(=O)CC(=O)NC1CCCC1 (stereo not given)
-26	-10	5	-1	0.93	7	5	1	O=c1[nH]c(C2CCN(S(=O)(=O)c3ccc(S(=O)(=O)NC4CC4)cc3)CC2)nc2c1nnn2Cc1cccc(F)c1
3	-3	1	-1	0.98	2	0	1	O=C(COC(=O)C1CCC1)Nc1ccc(Oc2ccccc2)cc1
-4	13	0	-2	1	0	-1	1	Cc1ccc(C)c(NC(=O)C2CCCN2S(=O)(=O)c2ccc3c(c2)n(C)c(=O)c(=O)n3C)c1 (stereo not given)
-13	13	-2	-18	1.1	-8	-6	1.2	CCCc1nc(NCc2ccncc2)c2nnn(Cc3ccccc3F)c2n1

ATG4B inh	PfGluPho inh	HKDC1 inhibitor	hIAP block	mIAP activ	mIAP block	APOBEC3A inh	hIAP act	Molecule
-4	3	7	-11	0.88	12	-1	1.1	O=C(Nc1cccc(C(F)(F)F)c1)c1cccnc1NCCO
27	-15	3	-10	1.1	-9	4	1.1	COC(=O)c1ccc(COc2cccc3c2CCN(Cc2ccccc2)C3=O)o1
2	-7	0	21	1	0	-7	0.79	CC1CCCC(C)N1CC(O)Cn1c2ccccc2c2ccccc21 (stereo not given)
0	20	15	0	1	-3	-4	1	CCCc1nnc(NC(=O)c2ccc([N+](=O)[O-])cc2)s1
-5	5	-2	-4	1	-4	-5	1	OCCC1CN(Cc2cccn2-c2cccnc2)CCN1C1CCCCC1 (stereo not given)
-7	19	13	22	1	-3	-3	0.78	CC1(C)C(c2ccccc2)=[N+]([O-])C2(CCCCC2=O)N1O (stereo not given)
-5	-6	-7	-29	0.99	1	-4	1.3	COc1ccc2c(c1OC)C(=O)N(c1nc(SC)n[nH]1)C2=O
-6	-12	3	2	1	-4	3	0.98	CCOC(=O)c1nc(C)nc(Sc2n[nH]c(-c3ccc(C(C)(C)C)cc3)n2)c1C
-2	-13	3	8	1.1	-6	-3	0.92	CC(=O)c1ccc(S(=O)(=O)Nc2ccc3c(c2)OCO3)cc1
2	59	-8	-21	0.93	7	2	1.2	CC1CCc2c(sc(NC(=O)CCC(=O)O)c2C(=O)NC2CC2)C1 (stereo not given)
-8	10	-1	4	0.95	5	-4	0.96	CCN(CC)CCNC(=O)c1cn(CCOC)c(=O)c2c1c1ccccc1n2C
-3	-6	0	13	1	-2	-2	0.87	CC(C)(C)c1cc(NC(=O)c2c(F)cccc2Cl)n(-c2ccccc2)n1

ATG4B inh	PfGluPho inh	HKDC1 inhibitor	hIAP block	mIAP activ	mIAP block	APOBEC3A inh	hIAP act	Molecule
8	-2	-8	3	0.95	5	0	0.97	Cc1cc(NC(=O)CSc2nc3ccccc3c(=O)n2Cc2ccc(F)cc2)no1
-3	12	3	-12	0.95	5	-5	1.1	COc1ccc(NS(=O)(=O)NC(=O)c2c[nH]c3ccccc23)cc1
-1	3	-8	-11	1.1	-7	0	1.1	CCCCNC(=O)N1CCN(S(C)(=O)=O)CC1
-2	3	9	-7	1	-3	1	1.1	CCOC(=O)Nc1ccc2c(c1)N(C(=O)C(C)N1CCCC1)c1ccccc1CC2 (stereo not given)
-9	12	-6	-25	1.1	-10	-2	1.2	CCOC(=O)N1CCN(C(=O)CCn2c(=S)[nH]c3ccsc3c2=O)CC1
7	2	-14	0	1.1	-6	0	1	CCc1ccccc1NC(=S)N(Cc1cccnc1)Cc1ccco1
2	-3	-8	-12	1.3	-32	-3	1.1	CCC(C)NC(=O)Nc1ccc(F)c(Cl)c1 (stereo not given)
1	-10	3	10	1	-4	-2	0.9	CCC(CC)NC(=O)COC(=O)c1cc(Br)ccc1Cl
-5	1	5	-8	0.99	0	0	1.1	COc1ccccc1OCCNC(=O)c1cccc(S(=O)(=O)N2CC(C)OC(C)C2)c1 (stereo not given)
4	-5	-11	17	0.97	3	-3	0.83	O=C(CN1C(=O)c2ccccc2S1(=O)=O)NCc1cccnc1
-7	-2	-10	-18	1.2	-20	2	1.2	CCC(=O)c1ccc(N2CCCCC2)c(F)c1
-6	8	-7	3	0.95	5	-2	0.97	O=C(O)c1ccccc1C(=O)NCCc1ccc(Cl)cc1

ATG4B inh	PfGluPho inh	HKDC1 inhibitor	hIAP block	mIAP activ	mIAP block	APOBEC3A inh	hIAP act	Molecule
15	2	16	-7	1.1	-10	0	1.1	CCC1CCCCN1C(=S)Nc1ccc(OC(F)F)cc1 (stereo not given)
2	-6	3	14	1	-2	-4	0.86	CCc1ccc([C@@H]2CC=C(C(=O)O)CN2S(=O)(=O)c2ccc(C)cc2)cc1
5	-20	-7	-15	1.1	-6	-5	1.1	Cc1nc2nc[nH]n2c(=O)c1NC(=O)CCc1ccccc1
-3	-8	-2	4	0.99	0	0	0.96	N/C(=N\OC(=O)Cc1ccc(-c2ccccc2)cc1)c1cccnc1
-10	42	4	-3	1.3	-34	1	1	CC(C)Cn1c(N)c(C(=O)NCc2cccs2)c2nc3ccccc3nc21
0	6	3	-4	1	-2	3	1	O=C(NC1CCN(C(=O)NCc2ccccc2)CC1)c1cccc(F)c1
-5	-3	1	10	0.93	7	-6	0.9	CC1=C(C#N)CCC(=O)N1Cc1ccc(C)cc1
-3	22	-4	4	1.2	-23	-2	0.96	O=C(Nc1ccc(Cl)cn1)c1cccc(F)c1
-7	3	-10	-8	0.89	11	-3	1.1	Cc1c(C(=O)N/N=C/c2ccc(O)cc2)sc(=S)n1C
1	1	3	-5	0.94	6	-5	1	CC(/C=N/N1CCN(c2ccccn2)CC1)=C\c1ccccc1
-1	-8	-3	4	1	-2	-2	0.95	CCOC(=O)C1CCN(C(=O)COC(=O)c2ccccc2OCC)CC1
4	-5	-1	14	1.4	-40	2	0.86	Cc1ccc(NC(=O)CN(C)S(=O)(=O)c2cccs2)cc1F

ATG4B inh	PfGluPho inh	HKDC1 inhibitor	hIAP block	mIAP activ	mIAP block	APOBEC3A inh	hIAP act	Molecule
-10	-3	-5	-1	1	-3	-2	1	Cc1ccccc1CN1CCN(CC(=O)NC(C)c2ccccc2)CC1 (stereo not given)
-15	1	-4	-3	1.2	-16	-3	1	Cn1cccc1C(=O)NC(=O)COC(=O)c1ccc(O)cc1
40*	25	-2	13	0.95	5	-3	0.87	O=C(c1cc(COc2c(F)cccc2F)on1)N1CCC(c2ccccc2Cl)C1 (stereo not given)
-1	6	0	6	0.98	2	-2	0.94	C[C@H]1O[C@@H](n2cc(F)c(=O)[nH]c2=O)[C@H](O)[C@@H]1O
5	4	5	-7	1	0	2	1.1	Cc1ccc(N2CC(C(=O)Nc3ccncc3)CC2=O)cc1 (stereo not given)
-11	-10	14	-8	0.96	4	4	1.1	CCOC(=O)CC(=O)CSc1nc(C)nc2c1oc1ccccc12
1	-4	11	-4	0.97	3	0	1	Cc1ccc(C)n1NC(=O)c1ccc([N+](=O)[O-])cc1
6	0	-2	-23	1	-4	0	1.2	C=CCC1(CC=C)CCCN1C(=O)CC1C(=O)NCCN1Cc1cccc(OC)c1OC (stereo not given)
6	-6	-3	3	0.86	14	6	0.97	CCCc1nc2ccccc2c(C(=O)OC2CCOC2=O)c1CC (stereo not given)
-11	11	4	-3	0.95	5	1	1	CC1(c2ccc(Cl)c(Cl)c2)NC(=S)N2C1NC(=S)N2c1ccccc1 (stereo not given)
-6	-3	-6	3	0.99	1	-4	0.97	Cc1occc1C(=O)NC1CCCN(Cc2ccc(Cl)cc2)C1 (stereo not given)
26	-7	7	7	1	0	-3	0.93	Cc1cc(CN(C)C(=O)CC2C(=O)NCCN2Cc2ccc(-c3ccccc3)cc2)on1 (stereo not given)

ATG4B inh	PfGluPho inh	HKDC1 inhibitor	hIAP block	mIAP activ	mIAP block	APOBEC3A inh	hIAP act	Molecule
-3	36	2	27	0.72	28	22	0.73	Cc1cc(O)cc2c1C(=O)/C(=C/c1ccco1)O2
-11	-3	1	5	1.2	-20	-5	0.95	CCN(CC)c1ccc(C(=O)NNC(=O)CN2C(=O)NC(C)(c3ccccc3)C2=O)cc1 (stereo not given)
4	6	9	7	1.1	-8	0	0.93	CC[C@@H]1CC=C[C@H]2[C@H]1C(=O)N(Cc1ccccc1)[C@H]2c1ccoc1
-7	4	-9	-2	1	0	0	1	CS(=O)(=O)NN1C(=O)c2ccccc2NC1c1cccc2cccnc12 (stereo not given)
-3	0	-2	7	0.89	11	-3	0.93	CC(C)CN(Cc1c(O)ccc2c3c(c(=O)oc12)CCC3)CC(C)C
-6	-3	-13	-1	0.93	7	1	1	COC(=O)C1SCC2C(=O)N(Cc3ccc(F)cc3)CC(=O)N21 (stereo not given)
46*	7	-7	2	0.94	6	5	0.98	CCn1cc(C(=O)OCc2cccc(Br)c2)c(=O)c2ccc(C)nc21
-1	11	12	12	0.72	28	2	0.88	Oc1c(N=Nc2ccc(F)cc2)ccc2ccccc12
-1	9	-6	4	1	-1	16	0.96	CCCN(C(=O)C1CSC2(C)CCC(=O)N12)c1c(N)n(Cc2ccccc2)c(=O)[nH]c1=O (stereo not given)
-5	34	5	12	1	-3	-2	0.88	O=C(Nc1nc(=O)[nH]s1)c1ccccc1
14	-49	7	0	1	-2	1	1	O=C(CSc1nc(O)c(Cc2ccccc2)c(=O)[nH]1)Nc1nnc(SCc2ccccc2)s1
-1	16	1	6	1	0	-5	0.94	COC(=O)CNC(c1ccccc1)c1cc(Br)ccc1NC(=O)OCc1ccccc1 (stereo not given)

ATG4B inh	PfGluPho inh	HKDC1 inhibitor	hIAP block	mIAP activ	mIAP block	APOBEC3A inh	hIAP act	Molecule
-10	-3	6	11	1.9	-87	-2	0.89	CC(C)C1O/C(=N/C(=O)Nc2ccc(Cl)c(Cl)c2)NC1=O (stereo not given)
4	-5	0	11	0.9	10	-5	0.89	COCCn1c(=S)[nH]c2cc(C(=O)NCCc3ccccc3)ccc2c1=O
-8	16	12	-9	1.1	-9	2	1.1	O=C(CC1C(=O)N(c2ccc(Cl)cc2)C(=S)N1CCc1ccncc1)Nc1ccc(F)cc1 (stereo not given)
-5	-1	-2	-12	0.99	1	-1	1.1	CCCSc1ccc([C@H]2N[C@@](CC(C)C)(C(=O)OC)[C@H]3C(=O)N(CC)C(=O)[C@@H]23)cc1
